High-throughput results from PubChem.
RXFP1 agonist: qHTS Assay for Agonists of the Relaxin Receptor RXFP1. Relaxin receptor 1 (Homo sapiens), Q9HBX9. HEK293T-RXFP1 cAMP TR-FRET, 30 min; response scale: percent of porcine relaxin response, buffer zero. Potency, µM (highest dose often 57.5 µM), for the others: at the highest dose activation, hits mostly activators. 0.3% of 370,000 active; further: on the % scale 0 is the no-effect control and ±100 the full control effect; nearly all actives have a fitted effect of over 60% in size; many of its hits are not listed in these tables
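HEK293 cells stably expressing RXFP1, treated 30 min at 37C with compounds plus PDE4 inhibitor Ro 20174; cAMP measured by HTRF TR-FRET. Normalized to buffer and 29 nM porcine relaxin; EC50 by Hill fit.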
USP1-UAF1 inh: Inhibitors of USP1/UAF1: Primary Screen. Ubiquitin carboxyl-terminal hydrolase 1 (Homo sapiens), O94782. recombinant USP1/UAF1, Ub-Rhodamine cleavage fluorescence. Potency, µM (series often up to 57.1 µM), without a hit: at the top dose activity change, negative = inhibition, usual class: inhibitors. 0.23% of 390,000 active. AID 743255, 2014; further: on the % scale 0 is the no-effect control and ±100 the full control effect; nearly all actives have a fitted effect of over 60% in size; inactives centre near -12
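In this screen, compounds sit with the deubiquitinase complex (1nM) for 15 min at room temperature before Ub-Rho is added at 150nM final. Fluorescence rise is then followed for 6 reads every 60 seconds.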
TrxR1 substrate: qHTS Assay for Substrates of Mammalian Selenoprotein Thioredoxin Reductase 1 (TrxR1): qHTS | Thioredoxin reductase 1, cytoplasmic (Rattus norvegicus), O89049 | purified TrxR1 substrate turnover, NADPH consumption readout | Potency, µM (doses to about 114 µM), for the others: top-dose activity change, negative = substrate turnover | 0.01% of 390,000 active | AID 588456, 2011; further: on the % scale 0 is the no-effect control and ±100 the full control effect; nearly all actives have a fitted effect of over 50% in size
Target sequence (O89049 whole entry, looked up): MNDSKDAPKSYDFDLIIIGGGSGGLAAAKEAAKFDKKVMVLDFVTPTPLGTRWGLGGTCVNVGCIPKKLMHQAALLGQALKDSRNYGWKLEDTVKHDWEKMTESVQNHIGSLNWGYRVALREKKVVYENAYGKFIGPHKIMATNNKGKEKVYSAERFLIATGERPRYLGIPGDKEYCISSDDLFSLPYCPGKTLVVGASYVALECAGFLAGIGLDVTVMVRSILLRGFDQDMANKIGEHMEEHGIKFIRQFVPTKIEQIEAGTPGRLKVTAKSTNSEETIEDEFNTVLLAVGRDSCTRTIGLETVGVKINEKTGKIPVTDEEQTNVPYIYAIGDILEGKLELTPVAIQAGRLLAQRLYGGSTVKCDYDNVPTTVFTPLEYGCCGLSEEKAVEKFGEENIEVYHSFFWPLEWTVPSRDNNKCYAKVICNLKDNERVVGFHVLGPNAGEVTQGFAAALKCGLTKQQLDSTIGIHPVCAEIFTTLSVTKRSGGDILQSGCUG
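Rat TrxR1, dispensed at 90 nM, was prereduced with 400 uM NADPH (final) for 5 min at ~22 deg C, then incubated with compound 15 min before 400 uM selenite. A first-read NADPH fluorescence drop versus no-compound background flagged substrates.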
ALOX12 inh: Primary qHTS assay for inhibitors of human arachidonate 12S-lipoxygenase (ALOX12): Round 2. 1.1% of 580,000 active. Potency, µM (titrated, usually from 108 µM), for the others: at the top dose activity change, negative = inhibition, hits mostly inhibitors. Polyunsaturated fatty acid lipoxygenase ALOX12 (Homo sapiens), P18054. purified 12hLO, xylenol orange hydroperoxide absorbance; further: on the % scale 0 is the no-effect control and ±100 the full control effect
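Purified human 12hLO (150 nM final) in 25 mM Hepes, 0.01% Triton X-100, pH 7.0 was preincubated 15 min at room temperature with compound. Then 40 uM arachidonic acid was added, 30 min. Hydroperoxide was read by Fe-XO absorbance ratio 573/405 nm.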
RGS4 inhibitor: Inhibitors of Regulator of G Protein Signaling (RGS) 4: qHTS | Regulator of G-protein signaling 4 (Homo sapiens), P49798 | Transcreener GDP fluorescence polarization, RGS4-accelerated GTP hydrolysis | Potency, µM (doses to about 114 µM), inactives show top-dose activity change, negative = inhibition, actives largely listed as inhibitors | 0.039% of 390,000 active | AID 504845, 2011; further: on the % scale 0 is the no-effect control and ±100 the full control effect; nearly all actives have a fitted effect of over 75% in size; some results filed as inactive show a strong effect at the top dose
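MLSMR compounds (23 nl, pin-transferred) preincubated 10 min at room temperature with a 500nM (2x) first reagent, then RGS4 at 900nM (2x) plus Transcreener GDP mix added; fluorescence polarization (620/688 nm) read before and after 90 min at 30 °C.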
rTrxR1 inhibitor: qHTS Assay for Inhibitors of Mammalian Selenoprotein Thioredoxin Reductase 1 (TrxR1): qHTS; Thioredoxin reductase 1, cytoplasmic (Rattus norvegicus), O89049; recombinant rTrxR1, NADPH fluorescence consumption, selenite substrate; Potency, µM (doses to about 114 µM), inactives show at the highest dose activity change, negative = inhibition, usual class: inhibitors; 1% of 390,000 active; further: on the % scale 0 is the no-effect control and ±100 the full control effect; nearly all actives have a fitted effect of over 65% in size
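Rat TrxR1 (90 nM in the dispensed reagent) was pre-reduced with 400 uM NADPH for 5 min at room temperature, then incubated with compound for 15 min. After 400 uM selenite was added, NADPH fluorescence (Ex 340/Em 450 nm) was followed for 8 min.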
mIDH1 inhibitor: qHTS for Inhibitors of mutant isocitrate dehydrogenase 1 (IDH1): qHTS; AID 602179, 2012; 0.093% of 390,000 active; IDH1-R132H enzyme, NADPH consumption, diaphorase/resazurin fluorescence; Potency, µM (titrated, usually from 76.6 µM), for inactives: top-dose activity change, negative = inhibition, hits mostly inhibitors; further: on the % scale 0 is the no-effect control and ±100 the full control effect; nearly all actives have a fitted effect of over 65% in size
Target sequence (O75874 whole entry R132H, stated change not applied): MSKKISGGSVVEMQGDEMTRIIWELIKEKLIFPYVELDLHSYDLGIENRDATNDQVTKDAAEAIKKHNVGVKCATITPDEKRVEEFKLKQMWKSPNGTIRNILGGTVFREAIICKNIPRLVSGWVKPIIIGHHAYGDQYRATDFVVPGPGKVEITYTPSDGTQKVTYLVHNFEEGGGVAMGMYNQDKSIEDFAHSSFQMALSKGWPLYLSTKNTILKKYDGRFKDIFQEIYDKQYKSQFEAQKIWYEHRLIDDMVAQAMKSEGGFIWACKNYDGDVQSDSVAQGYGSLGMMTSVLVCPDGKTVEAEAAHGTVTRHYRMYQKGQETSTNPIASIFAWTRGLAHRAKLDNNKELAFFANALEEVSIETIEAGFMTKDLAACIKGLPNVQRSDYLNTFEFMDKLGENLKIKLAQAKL
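IDH1-R132H (0.5 ug/mL) preincubated 30 min with compound, then NADPH (0.016 mM) and alpha-KG (2 mM) added; 80 min at RT, pH 7.5. Remaining NADPH coupled via diaphorase/resazurin to fluorescence (540/590 nm); concentration-response curves normalized to no-enzyme control.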
Vif-A3F inh: qHTS for Inhibitors of Vif-A3F Interactions: qHTS; HeLa A3F-eYFP + Vif (tagged APOBEC3F with the HIV-1 protein that degrades it), YFP fluorescence increase; Potency, µM (top dose mostly 46.1 µM), for the others: at the highest dose activity, negative = active; 0.2% of 390,000 active; further: % of control where 0% means no effect; nearly all actives have a fitted effect of over 65% in size
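Fluorescence increase (Ex 488/Em 500-530) after overnight compound treatment at 37 deg C flags inhibition of Vif-driven A3F-eYFP loss in stable HeLa A3F-eYFP/Vif cells seeded overnight beforehand.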
Vif-APOBEC3G blk: qHTS for Inhibitors of Vif-A3G Interactions: qHTS. DNA dC->dU-editing enzyme APOBEC-3G (Homo sapiens), Q9HC16. HeLa A3G-eYFP + Vif (tagged APOBEC3G with the HIV-1 protein that degrades it), YFP fluorescence, overnight. Potency, µM (top dose mostly 46.1 µM), inactives show at the top dose activity, negative = active, actives largely listed as inhibitors. 0.076% of 410,000 active. AID 602310, 2012;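 further: on the % scale 0 is the no-effect control and ±100 the full control effect; nearly all actives have a fitted effect of over 60% in size; hits raise eYFP signal because A3G escapes Vif-driven loss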
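HeLa cells stably expressing Vif and C-terminally eYFP-tagged A3G, seeded overnight at 37 deg C, then exposed to compound by pintool overnight at 37 deg C. Rise in yellow fluorescence (Ex 488/Em 500-530, Acumen) marks blocked Vif-driven A3G degradation.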
An asterisk follows results filed as active; ? = inconclusive; nt = no result given; & = joins results of further samples; [ ] = dose if it differs, or a comment. The call rests on the fitted dose curve; in most records, active means well fitted curve in the direction sought with a large enough effect; inconclusive means small, poorly fitted or top-dose-only effect, or another doubt; inactive means no such curve, though single readings can be large; an effect the other way counts as inactive or inconclusive. Potency means the concentration at half of the fitted maximal effect. These rows are one share of the data; count on the stated rates, not on these rows.

SMILES	RXFP1 agonist	USP1-UAF1 inh	TrxR1 substrate	ALOX12 inh	RGS4 inhibitor	rTrxR1 inhibitor	mIDH1 inhibitor	Vif-A3F inh	Vif-APOBEC3G blk
O=C(c1ccccc1F)N1CCN(Cc2ccccc2F)CC1	-3.5%	-2%	15%[57.1 µM]	?	10%	20%[57.1 µM]	6%	0%	0%
CC1CC(C)CN(c2ccc(C(=O)OCC(=O)NC3CCCc4ccccc43)cc2[N+](=O)[O-])C1 (stereo not given)	2.4%	2%	-5%	0%	12%	21%[57.1 µM]	5%	1%	0%
CCOc1ccc(NC(=O)CCC(=O)c2ccc(OC)cc2)cc1	1.5%	2%	7%	0%	32%	40%[activator]	8%	-14%	-2%
Cc1ccccc1S(=O)(=O)Cc1ccc(C(=O)N2CCN(c3ncccn3)CC2)o1	2.0%	-12%	6%	-1%	-23%	-18%	6%	-22%	-3%
O=C(NCCC1CCCCN1S(=O)(=O)c1ccc(Cl)cc1)C(=O)NCc1cccnc1 (stereo not given)	-0.4%	-18%	2%[57.1 µM]	?	-27%	11%[57.1 µM]	5%	-9%	-22%
CCOCCCNC(=O)CCCOc1ccccc1	1.2%	-18%	4%[57.1 µM]	0%	-26%	13%[57.1 µM]	-4%	-13%	0%
Cc1ccc(S(=O)(=O)N2CCOCC2)cc1NC(=O)c1cc2ccccc2oc1=O	nt	-18%	3%[2.29 µM]	10%	34%	9%[2.29 µM]	-3%	-1%	0%
Cc1ccc(S(=O)(=O)N2CCC(C(N)=O)CC2)c(C)c1C	1.0%	2%	6%[57.1 µM]	8%[57.4 µM]	-15%	-4%[57.1 µM]	5%	-2%	-10%
OC(CC(O)c1ccccc1)c1ccccc1 (stereo not given)	nt	-19%	4%	2%	1%	8%	-14%	5%	1%
Cc1cn2c(=O)cc(COC(=O)c3ccc(NC(=O)COc4ccccc4C)cc3)nc2s1	14%	-12%	0%[57.1 µM]	-29%	-14%	2%[57.1 µM]	-1%	-5%	4%
Cc1ccccc1NC(=O)c1c(C)[nH]c(=S)c(C#N)c1-c1ccc(Cl)cc1	8.4%	-14%	8%[57.1 µM]	31%[activator]	?	-37%	-1%	1%	1%
COc1ccc(OC)c(NC(=O)CN2C(=O)c3ccccc3S2(=O)=O)c1	3.5%	-1%	-7%	0%	-13%	-12%	-2%	-13%	0%
CC(=O)c1c[nH]c(C(=O)NCC2CCCO2)c1 (stereo not given)	-0.1%	-14%	9%	-20%	0%	17%	5%	-4%	0%
Cc1ccc(C(C)C)c(OCC(O)CN2CCN(c3ccccc3F)CC2)c1 (stereo not given)	-0.1%	-7%	-2%	?	-37%	0%	7%	-17%	-11%
O=C(Nc1nnc(S(=O)(=O)Cc2ccc(F)cc2)s1)c1ccccc1F	?	0%	5%[57.1 µM]	1%	3%[56.9 µM]	10%[57.1 µM]	-11%	-10%	-10%
O=C(Nc1ccc(F)cc1F)c1cccc(S(=O)(=O)N2CCCCC2)c1	-2.7%	-17%	-1%	228%[activator]	-5%	14%	0%	-1%	2%
Cc1cccc2cc(CN(CCCO)C(=O)Nc3ccccc3Cl)c(=O)[nH]c12	0.2%	4%	-5%	30%[activator]	-7%	-10%	-4%	10%	-6%
COc1cccc(C(=O)OCCCN(C)C)c1	-1.0%	-7%	-11%	-1%	11%	-16%	-3%	-7%	1%
CC1CC(C)CN(C(=O)Cn2c(=O)n(CCCCC(=O)NC3CCCC3)c(=O)c3ccccc32)C1 (stereo not given)	-0.3%	-5%	7%[57.1 µM]	-7%	-27%	17%[57.1 µM]	-1%	-1%	5%
O=C(CSc1ccccc1)N1CCN(S(=O)(=O)c2ccccc2)CC1	-1.8%	-16%	-3%	-13%	-4%	-12%	1%	-1%	2%
Cc1ccc(N(CC(=O)N/N=C/c2cccnc2)S(=O)(=O)c2ccccc2)cc1	0.6%	-6%	-6%	1%	30%	14%	3%	0%	0%
NNC(=O)COc1ccc(F)cc1	3.4%	-7%	-3%	0%	-7%	8%	-1%	-8%	0%
COc1ccccc1N1CCN(C(c2ccccc2Cl)c2nnnn2C(C)(C)C)CC1 (stereo not given)	1.7%	-15%	0%[57.1 µM]	nt	4%	7%[57.1 µM]	-5%	-3%	0%
CCOC(=O)C1CCCN(Cc2nc(N)nc(Nc3ccccc3OC)n2)C1 (stereo not given)	2.2%	-17%	-1%	-9%	5%	-13%	-1%	-17%	-2%
CCCSC1=C(C#N)C(c2ccc(Cl)cc2Cl)CC(=O)N1 (stereo not given)	1.3%	-21%	2%	?	-29%	8%	-3%	-2%	-3%
O=C(CN1C(=O)S/C(=C\c2ccccc2F)C1=O)NCCCn1ccnc1	4.7%	-19%	-8%	1%	5%[11.4 µM]	3%	-4%	0%	1%
O=C1CCN(Cc2ccc(O)cc2)CCN1[C@H](CO)c1ccccc1	-1.4%	5%	4%&1%	-4%	-31%	-16%&-27%	-9%	4%	-4%&-2%
C#Cc1ccc([C@@H]2C=C(C(=O)O)O[C@H](OCCCCO)C2)cc1	-0.1%	-32%	-7%[57.1 µM]	?	-8%	3%[57.1 µM]	3%	-1%	2%
CCC(=O)Nc1cccc(-c2nc3ccccc3o2)c1	-0.8%	-11%	11%	-1%&8%	-13%	-3%	3%	-17%	-7%
COc1ccc(CCNCC(=O)N2C(C)CCCC2C)cc1OC (stereo not given)	1.1%	?	3%[57.1 µM]	?	22%	-6%[57.1 µM]	-8%	-24%	0%
O=C1CC(c2ccc(F)cc2)Sc2ccccc2N1 (stereo not given)	-0.4%	-5%	-2%	-13%	12%	9%	6%	-12%	1%
c1coc(CNc2ncnc3nc[nH]c23)c1	-0.5%	-14%	4%	?	10%	3%&-5%	-7%	2%	0%&4%
CC(C(=O)NC1CCCCCC1)c1ccc([N+](=O)[O-])cc1 (stereo not given)	-2.7%	-12%	2%[57.1 µM]	4%	3%	7%[57.1 µM]	3%	12%	0%
COc1ccccc1N1C[C@@H]2C[C@@H](c3ccco3)N3CCC[C@@]23C1=O	-2.6%	-26%	5%[57.1 µM]	13%	5%	13%[57.1 µM]	9%	-6%	0%
CCOC(=O)c1[nH]c(C)c(C(=O)NC2CCCCC2)c1C	0.1%	-19%	11%[57.1 µM]	435%[activator]	12%	17%[57.1 µM]	-6%	-4%	0%
CCc1nc2ccc(C(=O)NCCc3ccc(OC)cc3)cc2nc1CC	1.3%	-20%	-4%	-2%	-17%[56.9 µM]	21%	1%	1%	1%
O=C(C(c1ccccc1)c1ccccc1)N1CCN(c2ccccn2)CC1	5.2%	-17%	21%	-14%	-20%	39%	18%	-1%	3%
O=C(CCNc1cccc(Cl)c1)c1ccco1	1.5%	-1%	12%[57.1 µM]	7%	24%	?	1%	-1%	0%
CC(C(=O)Nc1ccc2c(c1)OCCO2)c1ccc([N+](=O)[O-])cc1 (stereo not given)	1.9%	-16%	-5%	-5%	1%[11.4 µM]	6%	3%	1%	3%
CCOC(=O)c1c(C)[nH]c(C(=O)OCC(=O)NCc2ccco2)c1C	nt	-21%	nt	-8%	nt	nt	-2%	-1%	-5%
O=C(O)c1ccc2nc(-c3ccccc3)c(-c3ccccc3)nc2c1	2.2%	-17%	148%[activator]	18%&-20%	240%[activator][56.9 µM]	-33%	-6%	3%	0%
CCCC(C)NC(=O)c1ccccc1SC (stereo not given)	0.9%	-19%	9%	7%	0%	37%[activator]	0%	17%	-9%
Cc1c(O)ccc(C(=O)CN2CCN(c3ccccc3)CC2)c1O	1.5%	-22%	14%	?	2%	33%[activator]	1%	4%	1%
C[C@H](CO)N1C[C@H](C)[C@H](CN(C)C(=O)c2ccccc2)OCc2ccccc2-c2c(n(C)c3ccccc23)C1=O	nt	?	nt	?	nt	nt	-4%	-6%	-9%
COc1ccc(-c2cnnc(N/N=C/c3ccc(O)c(O)c3)n2)cc1	-2.1%	-18%	-8%	?	-19%	-9%	9%	-24%	?
CSc1ccc(CCNC(=O)c2ccc(CS(=O)(=O)c3ccc(Br)cc3)o2)cc1	-0.5%	-14%	-6%[57.1 µM]	2%	-13%	2%[57.1 µM]	0%	5%	-3%
CN(CC1CCCN(CCc2cccc(C(F)(F)F)c2)C1)C(=O)c1cc2ccccc2o1 (stereo not given)	-1.6%	-20%	4%	?	20%	16%	1%	-4%	4%
